# H9c2 TAG inh = inhibitors of triacylglycerol accumulation, primary screen, cell-based, uHTS, fluorescence, H9c2; inhibition, % at 12.5 µM; hit rate 0.66% among 230,000; H9c2 cells, Nile Red lipid (TAG) fluorescence; cells loaded with 200 µM oleic acid;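 active = pattern-corrected inhibition of lipid staining of at least 50% with the nuclear-stain viability signal not falling by more than 50%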;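 note: 0% = DMSO wells and 100% = triacsin C control wells; some results filed as inactive read as strong as hits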
# H9c2 TAG inh DAPI viability = recorded beside H9c2 TAG inh, whose call it bears; DAPI nuclei signal change (viability), lower = more cytotoxic, %;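 whole-well DAPI fluorescence read on a plate reader as a viability signal; minus 50 percent equals half of cells still viable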
# Numbers without * were called inactive.
SMILES,H9c2 TAG inh,H9c2 TAG inh DAPI viability
CC(C)(C)c1csc(NC(=O)c2ccc(Cl)s2)n1,29.6,9.3
Cc1ccccc1C1CC(c2cccs2)Nc2nnnn21 (centres undefined),-23.3,2.4
Cc1ccc(Nc2cnn(C34CC5CC(CC(CC(=O)O)(C5)C3)C4)c(=O)c2Cl)c(Cl)c1,-4.2,1.1
Cc1ccccc1CN1[C@@H](C(C)C)COCCS1(=O)=O,11.2,0.5
CC1CN(C(=O)c2ccc(S(=O)(=O)Nc3ccccc3Cl)cc2)CC(C)O1 (centres undefined),-7.8,4.9
N#Cc1c(Nc2ccccc2)s[nH]c1=O,-0.8,-4.7
Fc1ccc(Oc2cnc3ccccc3n2)cc1,-4.6,3.1
C=C(C)CSc1nnc([C@@H]2CCCN2C(=O)OC(C)(C)C)o1,-14.1,17.1
O=Cc1cnc(N2CCCCC2)s1,10.7,-4.0
O=C1/C(=C/c2ccncc2)SC(=S)N1N1CCOCC1,-5.2,3.4

SMILES,H9c2 TAG inh,H9c2 TAG inh DAPI viability
CC1CC=C(O)C12OCC(C)(C)CO2 (centres undefined),-7.5,-2.6
O=C(NCC(=O)N(c1cccnc1)C(C(=O)NC1CCCC1)c1cccs1)c1ccco1 (centres undefined),1.5,-8.0
CC(=O)n1c(-c2ccccc2)c(-c2ccccc2)n(C)c1=O,-0.1,1.7
Cc1c(NC(=O)[C@@H](NC(=O)c2ccc(Cl)c([N+](=O)[O-])c2)C(C)C)c(=O)n(-c2ccccc2)n1C,-5.1,6.2
CCOC(=O)COc1nc(-c2ccccc2)cc(-c2ccco2)c1C#N,-1.1,3.1
O=S(=O)(c1ccc(NC(=S)N2CCN(c3ccccc3F)CC2)cc1)N1CCOCC1,3.6,-6.9
Cc1nnc(SCC(=O)NC2CCCCCC2)n1N,-14.6,1.8
Cc1csc2nc(O)c(C(=O)NCCN3CCOCC3)c(=O)n12,5.3,0.9
O=C(NC1CC2CCCC(C1)N2Cc1ccccc1)c1ccc([N+](=O)[O-])cc1 (centres undefined),4.9,7.4
O=S(=O)(Nc1ccc(-c2ccccc2)cc1)c1ccccc1,-8.9,6.0

SMILES,H9c2 TAG inh,H9c2 TAG inh DAPI viability
Cc1ccccc1OCCC(=O)OCC(=O)Nc1c(C)nn(-c2ccccc2)c1C,14.3,4.0
Cc1cc(C)cc(NC(=O)Nc2cc(-c3ccccc3)nn2C)c1,6.4,-8.4
CN(C(=O)c1cccc(NC(=O)Cc2ccc(NC(=O)C3CCN(C(=O)C4CCCCC4)CC3)cc2)c1)C1CC1,-4.9,-3.0
O=C(/C=C\c1ccco1)NC(=S)Nc1ccccc1O,18.4,-12.8
COc1cccc(/C=N/NC(=O)Cn2cnc3c2c(=O)n(C)c(=O)n3C)c1,-3.0,12.8
NC(=O)Nc1ccc(C(=O)OCC(=O)N2CCCC2=O)cc1,-16.2,1.6
CN(c1cccc(Cl)c1)S(=O)(=O)c1cccc(C(=O)NCc2ccncc2)c1,-41.7,1.3
CN1CCN(c2ccc(C(CC(N)=O)NC(=O)c3ccccc3)cc2[N+](=O)[O-])CC1 (centres undefined),-5.0,-1.0
Cc1ccc(S(=O)(=O)N2CCN(C(=O)CN3C(=O)NC(C)(c4ccc5ccccc5c4)C3=O)CC2)cc1 (centres undefined),16.1,-6.0
COc1ccccc1C(=O)Nc1sc2c(c1C(N)=O)CCCC2,6.6,5.3

# Profiles as entered above. Order of screens: H9c2 TAG inh	H9c2 TAG inh DAPI viability
# Shown for O=S(=O)(c1ccc(NC(=S)N2CCN(c3ccccc3F)CC2)cc1)N1CCOCC1 : 3.6	-6.9
# Shown for Fc1ccc(Oc2cnc3ccccc3n2)cc1 : -4.6	3.1
# Shown for CC(=O)n1c(-c2ccccc2)c(-c2ccccc2)n(C)c1=O : -0.1	1.7
# Shown for Cc1ccc(S(=O)(=O)N2CCN(C(=O)CN3C(=O)NC(C)(c4ccc5ccccc5c4)C3=O)CC2)cc1 (centres undefined) : 16.1	-6.0
# Shown for O=Cc1cnc(N2CCCCC2)s1 : 10.7	-4.0

# More records follow:
SMILES,H9c2 TAG inh,H9c2 TAG inh DAPI viability
CCOc1ccc(NC(=O)Cn2nnc3c(cnn3-c3ccc(F)cc3)c2=O)cc1,14.7,1.6
Cc1c(C(=O)COC(C)(C)C)[nH]c2ccccc12,-17.8,-0.1
c1cc(-c2cccs2)nc(-c2cccs2)c1,-6.1,-12.2
O=C(NC12CC3CC(CC(C3)C1)C2)c1ccccc1,-5.8,8.7
O=C(c1ccccc1)c1ccc(Cn2cc(CCCO)nn2)cc1,-3.3,-0.8
Cc1cccc(OCC(=O)N/N=C\c2cn(C)c3ccccc23)c1,6.1,-5.2
CCCCN(C)C(=O)C1CCC(=O)N(c2cc(OC)c(OC)c(OC)c2)C1c1ccc(OC)cc1 (centres undefined),5.7,12.0
Clc1cccc(-c2cccc3nccn23)c1Cl,-12.0,6.9
Cc1nn(C)c(C)c1Nc1ccc(N2C(=O)C3C4C=CC(C4)C3C2=O)cc1[N+](=O)[O-] (centres undefined),-7.0,-1.8
CC1CCN(S(=O)(=O)Cc2ccccc2Cl)CC1,-15.5,13.1

SMILES,H9c2 TAG inh,H9c2 TAG inh DAPI viability
FC(F)C(F)(F)Oc1cccc(Nc2nccn3c(-c4cccc5ccccc45)cnc23)c1,-9.2,10.4
COc1ccc2c(c1)c(C(=O)O)c(C)n2-c1ccccc1,11.2,-5.2
COC(=O)CNC(=O)c1ccc(NS(=O)(=O)c2cc([N+](=O)[O-])ccc2Cl)cc1,8.9,-9.5
CCOc1ccc(C2C(C(=O)Nc3cc(C)on3)c3ccccc3C(=O)N2CCN2CCOCC2)cc1 (centres undefined),5.6,-3.6
COc1cc(OC)cc(-c2c(-c3cccs3)c3cc(-c4ccc(OC)cc4F)ccc3n2C)c1,-53.2,97.0
CCc1nnc(NC(=O)c2nc(Cl)ccc2Cl)s1,-21.8,1.3
CCn1nc(C(=O)Nc2nc3ccccc3[nH]2)c2ccccc2c1=O,10.4,3.7
CN(Cc1ccccc1)C(=O)COC(=O)c1ccc2ccccc2n1,-5.7,9.1
CN1CCN(S(=O)(=O)c2cccc(C(=O)Nc3cccc([N+](=O)[O-])c3)c2)CC1,-1.8,-0.1
Oc1[nH]c2ccc(Br)cc2c1N=NC(=S)Nc1ccc(F)cc1,14.5,-9.5

SMILES,H9c2 TAG inh,H9c2 TAG inh DAPI viability
CC(=O)Oc1ccc(-c2cccc(C(=O)NCCO)c2)cc1,-7.0,0.3
COCc1nnc(NS(=O)(=O)c2ccc([N+](=O)[O-])cc2)s1,-7.1,14.2
Cc1ccc(Cn2c3ccccc3c3cn[nH]c(=O)c32)cc1,-47.3,-16.1
NC(=O)/C(N=Nc1ccccc1)=N/Nc1ccccc1,-1.7,-4.8
CCOC(=O)C1(C)CCCCCN1C(=O)c1ccc(OC)c(C(F)(F)F)c1 (centres undefined),-13.2,0.6
COc1cc(C)c(Cl)cc1S(=O)(=O)n1ccnc1,-3.9,4.3
COc1ccc(CC(N)c2csc(Nc3ncccn3)n2)cc1 (centres undefined),-15.4,-0.8
C=CCOc1ccc(C2/C(=C(/O)c3ccc4c(c3)CC(C)O4)C(=O)C(=O)N2CCCN2CCOCC2)cc1 (centres undefined),-7.4,8.4
CCN(C(=O)CSc1nc(N)cc(=O)[nH]1)C1CCS(=O)(=O)C1 (centres undefined),-7.8,-0.2
COc1ccc(F)cc1S(=O)(=O)n1cc(C)nc1-c1ccccc1,-11.0,5.1

SMILES,H9c2 TAG inh,H9c2 TAG inh DAPI viability
COc1ccc(C(=O)OCC(O)COC(=O)c2ccc(OC)cc2)cc1,-2.5,-1.4
NC(=O)CSc1nnc(-c2ccoc2)o1,21.5,-7.0
COc1cc(CNc2ncnc3c2ncn3[C@H]2CN(Cc3ccc(C(=O)O)cc3)C[C@@H](CO)O2)cc(OC)c1OC,-18.5,7.7
O=C1NCCn2ccc(=O)cc21,-6.2,6.2
Cc1ccc(/C=N/NC(=O)c2cc(C)oc2C)cc1,18.7,-11.6
COCc1cc(C)n(CC(=O)OC)c(=O)c1C#N,-5.5,0.9
C[C@@H]1CN([C@@H](C)CO)C(=O)CCCn2cc(nn2)CO[C@H]1CN(C)C(=O)c1cc(-c2ccccc2)on1,2.5,6.6
O=C(COC(=O)c1ccc(F)cc1F)Nc1ccc(S(=O)(=O)N2CCOCC2)cc1,1.1,3.2
c1ccc2c(c1)COc1c3ncccc3nn1-2,6.3,16.2
O=C(CNc1cccc(S(=O)(=O)N2CCOCC2)c1)Nc1cccc(Br)c1,-14.6,-4.4

# Individual results from the list:
# H9c2 TAG inh DAPI viability with c1ccc2c(c1)COc1c3ncccc3nn1-2 : 16.2
# H9c2 TAG inh with O=C(COC(=O)c1ccc(F)cc1F)Nc1ccc(S(=O)(=O)N2CCOCC2)cc1 : 1.1
# H9c2 TAG inh DAPI viability with C[C@@H]1CN([C@@H](C)CO)C(=O)CCCn2cc(nn2)CO[C@H]1CN(C)C(=O)c1cc(-c2ccccc2)on1 : 6.6
# H9c2 TAG inh DAPI viability with O=C1NCCn2ccc(=O)cc21 : 6.2

# Next structures:
SMILES,H9c2 TAG inh,H9c2 TAG inh DAPI viability
COC(=O)C(CCCN1C(=O)c2ccccc2C1=O)(NC(C)=O)c1nn[nH]n1 (centres undefined),-8.2,-5.7
COc1ccc(S(=O)(=O)N2CCCC2C(=O)NCc2ccccc2Cl)cc1 (centres undefined),-22.6,-3.5
O=C(CN1C(=O)CNC1=O)Nc1ccc(Cl)cc1,3.7,7.4
COc1ccc(NC(=O)c2c3c(nc4ccccc24)CCC3)cc1S(=O)(=O)N1CCOCC1,-4.0,0.2
CCC1(c2ccc(F)cc2)NC(=O)N(CC(=O)c2cc(C)n(C3CC3)c2C)C1=O (centres undefined),20.8,5.7
CC(=O)c1ccc(OC(C)C)c(CSc2nc(O)cc(=O)[nH]2)c1,1.6,-2.6
O=S(=O)(NCc1cccs1)c1ccc(Cl)s1,-8.4,-1.4
O=S(=O)(c1ccccc1)C(/C=N\O)/C=C/c1ccccc1 (centres undefined),11.7,4.6
CCC(C)(C(=O)NC1CCCC1)N(Cc1cccs1)C(C)=O (centres undefined),12.7,0.6
O=C(/C=C/c1ccco1)N1CCc2ccccc21,-0.1,-13.7

SMILES,H9c2 TAG inh,H9c2 TAG inh DAPI viability
Cc1cc(OCC(=O)NNC(=O)c2ccncc2)cc(C)c1Cl,21.0,-3.6
O=C(Nc1ccc(C(=O)N2CCCCC2)cc1)C1CCCCC1,-9.8,6.7
O=c1[nH]c(CNCc2cccnc2)nc2ccccc12,17.5,-2.9
C[C@H]1C(=O)N(C)CCN1C(=O)c1ccc(OC2CCN(CCc3ccccc3)CC2)cc1,6.6,-9.7
COc1ccc(C(=O)Nc2ccc(S(=O)(=O)N3CCCCC3)cc2)cc1,6.1,0.0
COC(=O)c1cc(OC)c(OC)cc1NC(=O)Cc1cccs1,2.8,3.2
COc1ccc(Cl)cc1NS(=O)(=O)c1cccc(C(=O)NCC(c2ccco2)N2CCCC2)c1 (centres undefined),-6.3,2.6
CN1CCN(S(=O)(=O)c2cccc(C(=O)Nc3ccccc3N3CCCCC3)c2)CC1,-65.4,4.0
COc1ccc(C(=O)OCC(=O)N(C)C2CCS(=O)(=O)C2)cc1S(=O)(=O)N(C)Cc1ccccc1 (centres undefined),-12.9,-3.8
COc1cccc(CN(CC2CCCO2)S(=O)(=O)c2ccc(-n3cnnn3)c(OC)c2)c1 (centres undefined),1.3,5.4

# Among those listed so far, these contain a cyano group.
SMILES,H9c2 TAG inh,H9c2 TAG inh DAPI viability
N#Cc1c(Nc2ccccc2)s[nH]c1=O,-0.8,-4.7
CCOC(=O)COc1nc(-c2ccccc2)cc(-c2ccco2)c1C#N,-1.1,3.1
COCc1cc(C)n(CC(=O)OC)c(=O)c1C#N,-5.5,0.9

# The listing continues:
SMILES,H9c2 TAG inh,H9c2 TAG inh DAPI viability
COc1ccc(-c2n[nH]c(=S)n2-c2ccc3c(c2)OCCO3)cc1,-3.6,-2.5
NC(=O)c1ccc(NC(=O)c2ccc(COc3ccccc3Br)cc2)cc1,3.3,-0.1
CCCOP(=O)(OCCC)C(Nc1ccc(C(=O)O)cc1)c1ccccc1 (centres undefined),15.9,-9.3
O=C(CN1CCc2ccccc2C1)Nc1ccccc1C(F)(F)F,-22.1,-2.5
COc1cccc(-c2ccc3c(c2)O[C@@H](CN(C)C(=O)C2CCOCC2)[C@H](C)CN([C@H](C)CO)S3(=O)=O)c1,17.4,-6.4
O=C1CCCC/C=C\C[C@H](CC(=O)N(CCO)Cc2ccccc2)C(=O)N[C@@H](Cc2ccccc2)CO1,18.3,0.8

# 3 compounds drawn at random from those above:
SMILES,H9c2 TAG inh,H9c2 TAG inh DAPI viability
CCCOP(=O)(OCCC)C(Nc1ccc(C(=O)O)cc1)c1ccccc1 (centres undefined),15.9,-9.3
O=C1CCCC/C=C\C[C@H](CC(=O)N(CCO)Cc2ccccc2)C(=O)N[C@@H](Cc2ccccc2)CO1,18.3,0.8
COc1cccc(-c2ccc3c(c2)O[C@@H](CN(C)C(=O)C2CCOCC2)[C@H](C)CN([C@H](C)CO)S3(=O)=O)c1,17.4,-6.4

# Screening results deposited in PubChem BioAssay by Sanford-Burnham Center for Chemical Genomics.

# Not all compounds are listed; count on the stated rates, not on these rows.
